Source: PubChem BioAssay (National Center for Advancing Translational Sciences (NCATS))
Giardia kill: Giardia lamblia killing; Giardia lamblia trophozoite viability; activity change, % at 7.66 µM, hits read low; 340,000 compounds, 0.15% hits; AID 540267; in the data active = activity change below about -80%; inconclusive = between about -30% and that limit;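 note: parasites exposed to compound for two days anaerobically before the ATP read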
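Anaerobic 48 hrs incubation at 37 deg C of 100 trophozoites/well with test compounds; ATPLite 1-Step luminescence, 15-30 min RT, reports cellular ATP as viability.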
uPA generation: inhibitors of cell surface uPA generation; cell surface uPA generation assay, qHTS; Potency, µM (top dose mostly 38.3 µM), inactives show at the top dose activity change, negative = inhibition, hits mostly inhibitors; 330,000 compounds, 0.31% hits; AID 540303; active = well fitted inhibition curve with a large enough effect; inconclusive = small, poorly fitted or top-dose-only effect; inactive = no such curve, though single readings can be large or run the other way; tested in mouse RAW 264.7 cells; note: potency is the fitted concentration of half-maximal effect; nearly all actives have a fitted effect of over 55% in size
KCNH2 3.1 block: KCNH2 3.1 (human) potassium channel inhibition | U2OS KCNH2 3.1, thallium flux FluxOr; active compounds read low | activity change, % (tested at about 1.8 µM) | 340,000 compounds, 0.95% hits;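 active = maximum activity change below -70%; inconclusive = maximum activity change from -70% to -50%; inactive = maximum activity change above -50%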;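 note: thallium influx rate constant from kinetic fluorescence after stimulation buffer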
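Thallium flux read-out: FluxOr dye with Red40 quencher in HBSS/HEPES, 45 min at RT. Rate constants from kinetic reads were normalized to positive and negative DMSO controls. Cells: U2OS virally expressing the 3.1 isoform.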
Active calls of the source: *; ? = inconclusive. % is set by controls: 0 for no effect and ±100 for the full control effect. An excerpt; the hit share may differ from the screen's.

Results follow in this order: Giardia kill	uPA generation	KCNH2 3.1 block
> Cc1cc(Cl)ccc1NC(=S)NCCc1ccc(S(N)(=O)=O)cc1
 : 5	3%	2
> CCN1C[C@@H]2[C@@H]3C(=O)N(Cc4ccccc4)C(=O)[C@@H]3[C@](Cc3ccccc3)(C1=O)N2C(=O)c1ccc(Br)cc1
 : -26	-17%	-15
> CC1CC2CCCC(O)=C2C(=O)O1 (centres undefined)
 : 9	-5%	1
> CN(CC(=O)Nc1cccc(S(=O)(=O)N2CCCC2)c1)CC(=O)Nc1ccc(F)c(F)c1F
 : -8	-4%	8
> CCOc1cc(/C=N/NC(=O)N/N=C/c2ccc(O)c(OCC)c2)ccc1O
 : -7	-10%	8
> COc1ccccc1NC(=O)C1CC(C)OC1=O (centres undefined)
 : -8	5%	9
> CCOc1ccccc1C=NN1CCCCCC1
 : 7	2%	10
> CC12CCC3c4ccc(O)cc4CCC3C1CC(=NO)C2O (centres undefined)
 : -18	-3%	-4
> Cc1ccc(C(C)C)c(O)c1C(=O)O
 : -10	11%	-1
> O=C(COc1cccc(C(F)(F)F)c1)Nc1cccc(S(=O)(=O)NC2=NCCCCC2)c1
 : -3	?	-4
> COc1ccc(S(=O)(=O)N2CCCCC2)cc1C(=O)N1CCCCCC1
 : 8	7%	-8
> C=CC(=O)Nc1cccc(CN2C(=O)N(c3cc(OC)cc(OC)c3)Cc3cnc(NCCCCN(CC)CC)nc32)c1
 : -16	9%	4
> Cc1ccc(NC(=O)C2CC(=O)N(c3ccccc3Cl)C2)cc1S(=O)(=O)N1CCOCC1 (centres undefined)
 : -14	-8%	4
> COC(=O)C1N[C@@H]([C@@H](NC(=O)COc2ccccc2)C(=O)NCc2ccc(OC)cc2)SC1(C)C (some centres undefined)
 : 2	-1%	-4
> O=C1c2cc(O)cc(O)c2C(=O)c2c1cc(O)c([C@@H](CO)CCO)c2O
 : -20	1%	2
> COc1ccc(C(=O)NCCn2cc(SCC(=O)Nc3nnc(C)s3)c3ccccc32)cc1
 : -4	-5%	12
> COc1ccccc1NS(=O)(=O)c1ccc(C)c(C(=O)NCC(c2cccs2)N2CCOCC2)c1 (centres undefined)
 : -28	0%	-14
> CN(C(=O)c1cccc(NC(=O)Cc2cccc(NC(=O)C3CCN(C(=O)C4CC4)CC3)c2)c1)C1CC1
 : 7	-9%	-3
> COc1ccc(C2C(C#N)=C(N)Oc3cc(O)ccc32)cc1 (centres undefined)
 : ?	-1%	11
> O=[N+]([O-])c1ccc(COc2cccc(CN3CCOCC3)c2)cc1
 : 0	?	-7
> O=S1(=O)CCOC[C@H](Cc2ccccc2)N1Cc1ccccc1Br
 : -2	-3%	-11
> CNc1nc(Cl)nc2c1ncn2-c1ccccc1
 : -20	-12%	-6
> CC(C)(c1cc(Cl)c(O)c(CN2CCOCC2)c1)c1cc(Cl)c(O)c(CN2CCOCC2)c1
 : -3	-1%	-27
> COc1cc(-c2ccc3oc(-c4ccsc4)cc3c2)cc(OC)c1OC
 : 22	1%	-1
> CN(C)CC1CCC/C(=C\c2ccc(OC(=O)/C=C/c3ccccc3)cc2)C1=O (centres undefined)
 : -16	-3%	1
> CCN(CC)CCC=C(c1cccs1)c1cccs1
 : -17	-5%	?
> CC(=O)Nc1ccc2ccccc2c1[N+](=O)[O-]
 : -9	-1%	12
> O=C(NCCNc1ccc([N+](=O)[O-])cc1)c1cc(F)c(F)cc1Cl
 : -12	0%	-16
> COc1cccc(N=NC2C(=O)N(C(N)=S)N=C2C)c1 (centres undefined)
 : 20	8%	5
> Cc1cc(Cl)ccc1OCC(=O)NNC(=O)c1cccs1
 : -12	-8%	-4

Shown as tab-separated lines: 2 of the compounds above
SMILES	Giardia kill	uPA generation	KCNH2 3.1 block
O=C1c2cc(O)cc(O)c2C(=O)c2c1cc(O)c([C@@H](CO)CCO)c2O	-20	1%	2
CN(CC(=O)Nc1cccc(S(=O)(=O)N2CCCC2)c1)CC(=O)Nc1ccc(F)c(F)c1F	-8	-4%	8

Next section.
Results follow in this order: Giardia kill	uPA generation	KCNH2 3.1 block
> COc1cc2c(c(OC)c1CC=C(C)C)C[C@H](c1ccc(O)cc1O)CO2
 : -6	6%	2
> C#Cc1ccc([C@@H]2C=C(C(=O)NCc3ccccc3)O[C@H](OCCCCO)C2)cc1
 : -18	-8%	14
> O=C(NNC(=O)c1ccncc1)Nc1ccc(N=Nc2ccccc2)cc1
 : 9	1%	-12
> Nc1c(-c2ccccc2)nnn1Cc1ccccc1
 : -2	0%	21
> CC(=O)NC(CC(C)C)C(=O)NC(CO)C(=O)NC(CCC(=O)O)C(=O)NC(C)C(=O)NC(CC(C)C)C(N)=O (centres undefined)
 : -11	1%	-20
> CCOC(=O)c1c(NC(=O)c2cccs2)sc(C(=O)N2CCOCC2)c1C
 : 2	-2%	11
> O=C(/C=C/c1ccccc1)Nc1cccc(C(=O)NCCCCc2ccccc2)c1
 : 11	?	-5
> CC1=N/C(=C\c2ccccc2Cl)C(=O)O1
 : 4	-9%	20
> CCOC(=O)c1nn(C)c(=S)n(C)c1=O
 : -7	3%	2
> Cn1c(O)c(C=NCCCCCC(=O)O)c(=O)n(C)c1=O
 : -14	4%	-5
> CC(C)CC(CO)N1CCN(C(=O)c2ccccc2)CCC1=O (centres undefined)
 : -12	1%	10
> CCS(=O)(=O)N1CCC(C(=O)OCC(=O)c2ccc(Br)cc2)CC1
 : 6	0%	-6
> O=C(Nc1ccc2c(c1)OCO2)c1cccc(S(=O)(=O)N2CCOCC2)c1
 : -3	-11%	1
> CN(C(=O)c1cccc(NC(=O)Cc2ccc(NC(=O)C3CCN(C(=O)C4CCCC4)CC3)cc2)c1)C1CCC1
 : -3	26%	-8
> CC(C)(CNC(=O)c1ccccc1F)CNC(=O)c1ccccc1F
 : 1	8%	-12
> CNC(=O)CSc1nc2cc(S(=O)(=O)Nc3ccc(OC)cc3)ccc2o1
 : -13	4%	-10
> CCC(=Cc1ccccc1O)c1ccncc1
 : 5	2%	3
> O=[N+]([O-])c1cccc(S(=O)(=O)Nc2ccc(S(=O)(=O)Nc3nccs3)cc2)c1
 : 2	7%	-9
> O=C1C=C(c2ccc(F)nc2)CCC1
 : 17	-11%	16
> COc1ccc(C=CC(=O)c2cc(O)ccc2O)cc1
 : -23	-13%	-2
> O=[N+]([O-])c1ccc(C=NN2CCCCCC2)cc1
 : 18	5%	-16
> O=C(O)CNC(=O)C1(NC(=O)OCc2ccccc2)CCCC1
 : 7	-6%	-7
> CCOC(=O)c1ccccc1N/C=C/C(=O)c1ccccc1
 : -18	-1%	?
> CC(C)C[C@@H](CN)NC(=O)c1nc[nH]c1C(=O)N[C@@H](C)C(=O)CNC[C@H](C)NC(=O)c1nc[nH]c1C(=O)N[C@@H](CC(C)C)C(=O)O
 : 15	5%	5
> O=C1NC(=O)C2(CCCC2)N1
 : 2	0%	7
> COc1ccccc1C(NC(C)=O)c1c(O)ccc2ccc(O)cc12 (centres undefined)
 : 7	-2%	1
> O=C(O)c1cc(N2CCCCC2)nc2ccccc12
 : 6	1%	23
> O=C(O)c1ccc2c(c1)[C@@H]1C=CC[C@@H]1[C@H](c1ccccn1)N2
 : 6	6%	7
> COCCNC(=O)c1onc(CSc2ccccn2)c1C(=O)NCCOC
 : 14	-3%	-6
> CCOC(=O)CC[C@H](NC(=O)Cn1cc(C)c(=O)[nH]c1=O)C(=O)OCC
 : 0	8%	4

Following part:
Results follow in this order: Giardia kill	uPA generation	KCNH2 3.1 block
> CC(C)[C@H](NC(=O)c1ccc(Cl)cc1Cl)C(=O)OCc1nc2ccsc2c(=O)[nH]1
 : -5	-12%	5
> CCOC(=O)C1(C(=O)OCC)CCN(S(=O)(=O)c2ccccc2)CC1
 : 9	1%	-7
> O=C(CNC(=O)c1ccccc1Br)Nc1cccc(S(=O)(=O)Nc2ccccc2Cl)c1
 : -10	-4%	5
> COC1=CC(=O)OC(C)(c2ccccc2)C1 (centres undefined)
 : -3	-1%	12
> O=C(O)C1(Nc2ccc([N+](=O)[O-])cc2[N+](=O)[O-])CCCC1
 : -4	4%	15
> CCOc1ccc2[nH]c(=O)c(CN(CCCN3CCOCC3)C(=O)Nc3ccc(F)cc3)cc2c1
 : 8	-13%	22
> COc1ccc(Br)cc1CNC(=O)C1CCC(=O)N1C(C)C (centres undefined)
 : 6	-4%	-1
> CCN(c1ccccc1)c1nc(Cl)nc2c1cnn2C
 : 0	-10%	-2
> O=C(c1ccc(O)c(Br)c1)c1cc(Br)ccc1O
 : 2	-1%	-6
> COC(=O)c1sc(NC(=O)COc2ccc(OC)cc2)nc1C
 : 1	1%	4
> COc1ccc(NC(=O)Nc2c(O)ccc3ccccc23)cc1
 : 9	?	-12
> COc1ccc(-c2ccc3c(c2)C2CC3CCN2CCC#N)cc1 (centres undefined)
 : -11	12%	-29
> O=[N+]([O-])c1ccc(N2CCOCC2)c([N+](=O)[O-])c1
 : -1	0%	-4
> O=C(C(c1ccccc1)C(O)(c1ccccc1)c1ccccc1)N1CCOCC1 (centres undefined)
 : 15	1%	16
> CCOc1cc2c(C#N)c(N3CCCC3)nc(N)c2c(N)n1
 : 23	1%	10
> O=C1C=C(O)c2c(O)cc(O)c(O)c2C1=O
 : 13	-13%	-2
> COC(=O)CCC(=O)N(CCN(Cc1ccccc1)C(=O)CCC(=O)OC)Cc1ccccc1
 : 11	4%	-8
> CSc1ncc(Sc2ccccc2)c(C(=O)O)n1
 : 2	-2%	-8
> O=C(CC(O)(c1ccccc1)c1ccccc1)Nc1ccccn1
 : -10	1%	-6
> CN(CC(=O)Nc1cccc(F)c1)CC(=O)Nc1cccc(S(=O)(=O)N(C)c2ccccc2)c1
 : -10	-7%	-8
> Cc1ccc(CCNc2ncnc(Cl)c2N)cc1
 : 4	-10%	6
> Cc1ccc(Sc2ccc(N)cc2C#N)cc1
 : -4	-3%	-14
> O=C(O)CSc1nc2ccc(Br)cc2[nH]1
 : 9	1%	-3
> O=C1NC(=O)C2(CCCCC2C2CCCCC2)N1 (centres undefined)
 : -16	-1%	-11
> C=C(CCO)C1=CCN(S(=O)(=O)C(C)(C)C)[C@H]1CCO
 : -19	4%	-1
> Nc1ccc(C#Cc2ccc3sc4ccccc4c(=O)c3c2)cc1
 : 1	9%	-14
> CC[C@@H]1C(=O)[C@H](Cc2ccccc2)[C@H]2CCCC(=O)N3CC[C@@H]1[C@@H]23
 : 3	-8%	9
> CCC1(c2ccc(F)cc2)NC(=O)N(CC(=O)Nc2cccc(S(=O)(=O)N3CCCC3)c2)C1=O (centres undefined)
 : 3	?	11
> CC12C=CC(=O)C=C1CCC1C2CCC2(C)C(C(=O)CO)CCC12 (centres undefined)
 : 13	-1%	-15
> COc1cccc(CN(C)C(=O)Cn2cc(C)c(=O)[nH]c2=O)c1
 : -12	-2%	6

Molecules from the list above that have a thiophene ring, fused or not:
Results follow in this order: Giardia kill	uPA generation	KCNH2 3.1 block
> COc1ccccc1NS(=O)(=O)c1ccc(C)c(C(=O)NCC(c2cccs2)N2CCOCC2)c1 (centres undefined)
 : -28	0%	-14
> COc1cc(-c2ccc3oc(-c4ccsc4)cc3c2)cc(OC)c1OC
 : 22	1%	-1
> CCN(CC)CCC=C(c1cccs1)c1cccs1
 : -17	-5%	?
> Cc1cc(Cl)ccc1OCC(=O)NNC(=O)c1cccs1
 : -12	-8%	-4
> CCOC(=O)c1c(NC(=O)c2cccs2)sc(C(=O)N2CCOCC2)c1C
 : 2	-2%	11
> CC(C)[C@H](NC(=O)c1ccc(Cl)cc1Cl)C(=O)OCc1nc2ccsc2c(=O)[nH]1
 : -5	-12%	5

Further entries follow:
Results follow in this order: Giardia kill	uPA generation	KCNH2 3.1 block
> CC(C)(C)c1ccc(C(=O)NNC(=O)CCc2ccccc2)cc1
 : 16	3%	11
> CCCCNC(=O)c1onc(CSc2cccc(OC)c2)c1C(=O)NCCCC
 : 13	15%	-12
> COc1cc(O)c(C(=O)CC(=O)c2ccncc2)c(OC)c1
 : 4	-7%	-8
> O=C(c1ccccc1)c1ccc(C(=O)O)c(C(=O)O)c1
 : -8	6%	10
> Cc1cc(=O)oc2c(C)c(OC(=O)c3ccco3)ccc12
 : -6	3%	4
> CCCC1(C2CCCC2)NC(=O)NC1=O (centres undefined)
 : 13	-1%	1
> COc1cc2sc3ccc(C#Cc4ccc(N)cc4)cc3c(=O)c2cc1OC
 : -15	-5%	-8
> COc1ccccc1CN1[C@@H](CC(C)=O)c2cc(C(F)(F)F)ccc2S1(=O)=O
 : 9	2%	-1
> C=CCn1cc(C(=O)NCCCOC)c(=O)c2cc(S(=O)(=O)N3CCC(C)CC3)ccc21
 : 27	-9%	2
> COc1cccc(-n2c(SCC(=O)N3CCOCC3)nc3c([nH]c4ccccc43)c2=O)c1
 : -6	5%	-13
> CCOC(=O)N1C2C=CC(C2)N1C(=O)OCC
 : -16	2%	-15
> O=C1C=C(N2CCN(c3ccccn3)CC2)C(=O)c2c(O)ccc(O)c21
 : -24	0%	?
> COCCn1c(=O)[nH]c2cc(C(=O)N3CCN(Cc4ccc5c(c4)OCO5)CC3)ccc2c1=O
 : -2	1%	-9
